High-throughput results as filed in PubChem.
hERG protect – hERG rescue from dofetilide block, primary screen, cell-based, CHO-hERG, FluxOR thallium flux, dofetilide IC70; Voltage-gated inwardly rectifying potassium channel KCNH2 (Homo sapiens), Q12809; dofetilide IC70 present; activation (rescue from dofetilide block), less the hit threshold, % at 10 µM; 0.51% of 310,000 active; AID 1511, 2009;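 active = activation above the mean of controls blocked by dofetilide plus 5 SD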;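 also: thallium influx through hERG after potassium depolarization seen as dye fluorescence rise; in these data hits start at about 4.7%; inactives centre near -7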
GSK3A inh – blockers of GSK3A enzyme activity – biochemical, luminescence, cell-free homogeneous, HTS, primary screen; GSK-3 alpha kinase, ADP-Glo luminescence, 60 min; inhibition, % at 10 µM; 0.1% of 320,000 active;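 in the data active = inhibition above about 50%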;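 also: GST-tagged GSK-3 alpha with peptide substrate and 25 µM ATP; 0% = DMSO neutral wells and 100% = GW8510 positive control wells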
Target sequence (P49840 whole entry, looked up): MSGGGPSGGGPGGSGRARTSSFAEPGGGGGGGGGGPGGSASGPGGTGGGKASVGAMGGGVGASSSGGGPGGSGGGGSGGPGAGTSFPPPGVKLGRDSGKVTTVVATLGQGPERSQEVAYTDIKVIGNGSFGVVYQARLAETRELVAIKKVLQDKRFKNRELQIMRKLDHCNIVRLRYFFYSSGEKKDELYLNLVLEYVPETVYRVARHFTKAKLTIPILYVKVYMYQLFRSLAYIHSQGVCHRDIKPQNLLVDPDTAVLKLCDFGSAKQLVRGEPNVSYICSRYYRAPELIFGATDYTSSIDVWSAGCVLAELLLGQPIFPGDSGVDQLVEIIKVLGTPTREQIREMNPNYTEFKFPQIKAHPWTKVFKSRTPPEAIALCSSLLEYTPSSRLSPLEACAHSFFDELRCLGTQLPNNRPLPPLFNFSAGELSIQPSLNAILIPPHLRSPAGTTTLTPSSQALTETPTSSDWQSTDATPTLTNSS
RGS4 inh – RGS4 inhibitors, primary screen, cell-based, HEK293 M3R inducible RGS4, calcium flux. Regulator of G-protein signaling 4 (Homo sapiens), P49798. Fluo-4 calcium flux; hits give high values; triggered by carbachol at its EC20. B-score at 10 µM. 0.45% of 310,000 active. AID 463165, 2010;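 active = B-score, a plate-corrected calcium signal, over three deviations above library mean, with baseline fluorescence within five deviations of library mean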;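 also: RGS4 expression induced by doxycycline in cells with stable M3 receptor; B-score is computed from the integrated fluorescence ratio over baseline after carbachol; higher B-score means a larger calcium signal and so more RGS4 inhibition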
Target sequence (P49798 whole entry, looked up): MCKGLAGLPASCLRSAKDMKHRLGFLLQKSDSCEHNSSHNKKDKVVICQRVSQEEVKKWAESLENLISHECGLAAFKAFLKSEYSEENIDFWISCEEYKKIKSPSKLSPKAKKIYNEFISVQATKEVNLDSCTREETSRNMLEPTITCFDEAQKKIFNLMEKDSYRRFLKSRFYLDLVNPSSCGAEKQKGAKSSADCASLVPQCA
KCNQ1 act – potentiators or activators of KCNQ1 channel, primary screen, cell-based, thallium flux, high-throughput; AID 2648, 2010; 0.35% of 310,000 active; Potassium voltage-gated channel subfamily KQT member 1 (Homo sapiens), P51787; B-score at 10 µM; CHO-K1 KCNQ1, thallium flux FluxOR fluorescence; hits give high values;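 active = fluorescence ratio B-score, a plate-corrected score, at least three library SD, with initial intensity B-score within 5 SD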
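Test system: CHO-K1 cells stably expressing KCNQ1 / Medium: assay buffer / Also added: depolarizing K+/Tl+ stimulus, K2SO4 and Tl2SO4 each 12.5 mM in 5x stock / Incubation: 90 min dye loading and 20 min compound exposure, both at room temperature / Signal: thallium influx via FluxOR fluorescence, kinetic imaging / Evaluation: B score of baseline-normalized fluorescence ratio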
GSK3B inh – human GSK3beta kinase inhibitors, primary screen, biochemical, cell-free homogeneous, HTS | 0.038% of 300,000 active | Glycogen synthase kinase-3 beta (Homo sapiens), P49841 | AID 2097, 2009 | activity score (negative = inhibition), % at 10 µM | GST-GSK3beta kinase, ADP-Glo luminescence, 60 min; hits give low values;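 active = more than half of replicate wells score below -50%, meaning over 50% inhibition versus plate controls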;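 also: 0% = median DMSO wells and -100% = median GW8510 positive control wells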
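Test system – GST-tagged human GSK3beta kinase, cell-free · Incubation – 60 min enzyme reaction, room temperature · Signal – ADP-Glo luminescence · Also added – peptide substrate and ATP at 25 µM · Controls – DMSO neutral wells and GW8510 at 20 µM as positive · Buffer or medium – Tris/MgCl2 kinase buffer · Measure – Luminescence-derived activity versus plate DMSO and GW8510 wells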
Dyrk1A ADPGlo – rat Dyrk1A kinase inhibitors, primary screen, biochemical, single point, plate reader | inhibition, % at 12.5 µM | ADP-Glo luminescence, NFATc1 peptide | Dual specificity tyrosine-phosphorylation-regulated kinase 1A (Rattus norvegicus), Q63470 | 0.43% of 310,000 active; in the data active = inhibition above about 50%;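 also: plate controls were vehicle with enzyme for no effect and no enzyme for full effect; many of its hits are not listed in these tables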
KCNK9 inh – KCNK9 potassium channel inhibitors, primary screen, HEK293 cells, thallium flux. FluxOR thallium flux fluorescence; hits give low values. B-score at 10 µM. Potassium channel subfamily K member 9 (Homo sapiens), Q9NPC2. 1.2% of 310,000 active. AID 488922, 2010;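 active = ratio B-score over 3 SD below the library mean, with starting fluorescence within 5 SD of its mean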;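 also: negative B-score means less thallium flux so channel inhibition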
Target sequence (Q9NPC2 whole entry, looked up): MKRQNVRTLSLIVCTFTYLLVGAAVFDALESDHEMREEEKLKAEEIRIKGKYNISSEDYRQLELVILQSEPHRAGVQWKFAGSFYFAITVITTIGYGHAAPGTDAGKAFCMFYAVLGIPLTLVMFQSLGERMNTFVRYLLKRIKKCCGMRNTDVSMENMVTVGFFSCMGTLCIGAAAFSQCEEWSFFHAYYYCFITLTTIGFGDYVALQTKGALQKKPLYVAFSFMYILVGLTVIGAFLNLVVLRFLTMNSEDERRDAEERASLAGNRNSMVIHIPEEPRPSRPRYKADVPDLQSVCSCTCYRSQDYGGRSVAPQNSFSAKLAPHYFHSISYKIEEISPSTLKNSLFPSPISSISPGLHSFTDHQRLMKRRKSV
KCNK3 inh – human KCNK3 channel inhibitors, primary screen, CHO cells, FluxOR thallium flux, B-score. FluxOR fluorescence; hits give low values. 0.84% of 340,000 active. AID 602410, 2012. Potassium channel subfamily K member 3 (Homo sapiens), O14649. B-score at 10 µM;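 active = B-score under library mean minus 4 SD, starting fluorescence ratio at most library mean plus 5 SD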;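 also: more negative B-score means stronger inhibition of thallium flux through KCNK3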
KCNQ1 block – inhibitors of human KCNQ1 channel, primary screen, cell-based, thallium flux, high-throughput; Potassium voltage-gated channel subfamily KQT member 1 (Homo sapiens), P51787; CHO-K1 KCNQ1, FluxOR thallium flux fluorescence; hits give high values; B-score at 10 µM; 1.3% of 310,000 active;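 active = compounds whose thallium flux B-score, printed positive for inhibition, exceeds three library SD while starting fluorescence stays within three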;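 also: channel opened by potassium depolarization with thallium stimulus after 20 min compound exposure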
PolyA inh – polyadenylation inhibitors in yeast reporter cells, primary screen, luminescence, S. cerevisiae. S. cerevisiae SKY197-pL101 polyadenylation reporter, beta-gal luminescence; efflux-impaired pdr1/pdr3 knockout yeast; score 100 = 6 SD above DMSO. calls only at 12 µM. 0.02% of 300,000 active. AID 1875, 2009;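 active = lowest replicate activity score at least 50, where 100 means six control SD above control mean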;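 also: yeast exposed to compound for 9 h at 30 °C; higher score means more reporter readthrough which indicates perturbed polyadenylation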
RGS4 pot – RGS4 potentiators or activators, primary screen, cell-based, HEK293 M3R inducible RGS4, calcium flux. AID 463111, 2010. B-score at 10 µM. carbachol calcium flux Fluo4; hits give low values. 0.92% of 310,000 active;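 active = B-score of the integrated calcium signal more than 4 SD below the library mean, with starting fluorescence not abnormally high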;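 also: negative B-score means reduced calcium response which marks RGS4 activation or potentiation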
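Material: Inducible-RGS4 HEK293 cells carrying M3 receptor; also added: carbachol at ECmax as muscarinic agonist stimulus; incubation: compound preincubation 20 min at room temperature before agonist; signal: Fluo4-AM (2 µM) calcium-flux fluorescence, kinetic read; measure: integrated calcium ratio converted to B score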
* hit, by the source's call; i = inactive; · = no result given.

The line under a structure holds: RGS4 inh | hERG protect | GSK3B inh | RGS4 pot | PolyA inh | KCNK9 inh | GSK3A inh | KCNK3 inh | KCNQ1 block | Dyrk1A ADPGlo | KCNQ1 act
- COc1ccc2c(c1)c(CC(=O)OCC(N)=O)c(C)n2C(=O)c1ccc(Cl)cc1
  i | -12.1 | -2.9 | i | i | i | -0.7 | i | i | -7.9 | i
- N#Cc1nc(-c2ccc(F)cc2)oc1N1CCC(C(N)=O)CC1
  i | -5.1 | -0.6 | i | i | i | 2.1 | i | i | 2.9 | i
- O=C(CSc1ccc(-c2ccco2)nn1)Nc1ccc(F)cc1
  i | -8.3 | 1.9 | i | i | i | -0.8 | i | i | 1.2 | i
- Cc1ccccc1CC1CCN(CCCNC(=O)Nc2ccccc2)CC1
  i | 1.6 | 1.0 | i | i | i | -0.2 | i | i | -5.5 | i
- O=C(c1ccccc1)N(Cc1cccc(Br)c1)C1CCS(=O)(=O)C1 (configuration not stated)
  i | -6.5 | 1.4 | i | i | i | -1.0 | i | i | 2.3 | i
- Cn1cccc1-c1nc2ccc([N+](=O)[O-])cc2[nH]1
  i | -4.1 | -0.8 | i | i | i | 5.3 | i | i | 6.9 | i
- COc1ccc(N(C(=O)c2snc(C(N)=O)c2N)C(C(=O)NC2CCCC2)c2cccs2)cc1OC (configuration not stated)
  i | -8.7 | 0.0 | i | i | i | -1.2 | i | i | -2.7 | i
- Cc1cc(NS(=O)(=O)c2cccs2)no1
  i | 2.6 | -2.0 | i | i | i | -2.8 | i | i | -0.5 | i
- COC(=O)c1cc2oc3ccccc3c2n1Cc1ccccn1
  i | -1.3 | -4.7 | i | i | i | · | i | i | 4.6 | i
- COc1ccc(/C=C2\SC(=S)N(N3C(=O)CCC3=O)C2=O)cc1O
  i | -9.8 | 2.6 | i | i | i | -1.2 | i | i | 2.1 | i
- CC(=O)c1ccc(S(=O)(=O)N2CCN(C(=O)c3ccccc3Cc3ccccc3)CC2)cc1
  i | -11.8 | -4.5 | i | i | i | -0.3 | i | i | 12.7 | i
- CN(Cc1cccs1)C(=O)c1ccc(S(=O)(=O)N2CCCCC2)cc1
  i | -7.0 | 0.7 | i | i | i | 0.7 | i | i | -4.5 | i
- CN(Cc1ccc(C#CCCO)cc1)CC1CCCN(CCc2ccc(Cl)cc2)C1 (configuration not stated)
  i | -10.3 | 1.7 | i | i | i | 1.0 | i | i | -3.8 | i
- CC(C)N1C(=O)CCC1C(=O)NCc1ccco1 (configuration not stated)
  i | -16.1 | 3.2 | i | i | i | -1.3 | i | i | -7.8 | i
- CCOc1cccc(C2c3c(oc4ccccc4c3=O)C(=O)N2c2ccccn2)c1 (configuration not stated)
  i | -4.6 | -0.6 | i | i | i | · | · | i | · | i
- COc1ccccc1C(=O)Nc1nnc(-c2ccc(F)cc2)s1
  i | -11.8 | 2.0 | i | i | i | -0.9 | i | i | 9.2 | i
- COc1cc([N+](=O)[O-])ccc1N1C(=O)CC(Sc2nccc(C)n2)C1=O (configuration not stated)
  i | -5.4 | -0.5 | i | i | i | -1.4 | i | i | -2.5 | i
- CCOc1ccccc1-n1c(SCC(=O)N2CCOCC2)nnc1-c1ccccn1
  i | -8.0 | -0.4 | i | i | i | -2.9 | i | i | -2.5 | i
- COc1cc(OC)cc(-n2c3nc4ccccc4nc3c3c(=O)n(CC4CCCO4)cnc32)c1 (configuration not stated)
  i | -9.4 | -0.8 | i | i | i | -0.3 | · | i | · | i
- CCOC(=O)C(CC)Sc1nc2c(cnn2-c2ccccc2)c(=O)[nH]1 (configuration not stated)
  i | -9.9 | -0.6 | i | i | i | -3.9 | i | i | 6.6 | i
- O=C1NC2NC(=O)N(C(Cc3ccccc3)C(=O)O)C2N1 (configuration not stated)
  i | -17.3 | -0.8 | i | i | i | -1.8 | i | i | -5.7 | i
- Cc1ccc(OCC(=O)Nc2cc(C(C)(C)C)on2)cc1C
  i | -8.4 | -5.9 | i | i | i | 0.1 | i | i | -0.9 | i
- Cc1cccc(NC(=O)c2ccc3c(Cl)c4c(nc3c2)CCCC4)n1
  i | -4.8 | 0.6 | i | i | i | · | i | i | 24.9 | i
- CCOc1cc(S(=O)(=O)NC2CCCCCC2)ccc1F
  i | -2.1 | 0.6 | i | i | i | -0.2 | i | i | -3.1 | i
- Clc1cccc(CNc2nnnn2-c2ccccc2)c1
  i | -4.2 | -3.8 | i | i | i | -1.6 | i | i | 8.2 | i
- CCOC(=O)c1cc(S(=O)(=O)Nc2ccc(OC)cc2OC)cn1C
  i | -6.3 | -3.6 | i | i | i | 2.5 | i | i | 1.2 | i
- O=C1CCCCN1CCCC(=O)N1CCCC(Nc2ccc(F)c(F)c2)C1 (configuration not stated)
  i | -6.3 | 1.1 | i | i | i | -0.8 | i | i | -1.2 | i
- O=C(O)c1ccc(C=C(c2nc3ccccc3s2)c2nc3ccccc3s2)cc1
  i | -26.3 | 2.4 | i | i | i | -6.4 | i | i | · | i
- S=C(NNC(=S)NC1CC2CCC1C2)NC1CC2C=CC1C2 (configuration not stated)
  i | -9.4 | 1.5 | i | i | i | 0.9 | i | i | · | i
- O=C(COc1ccccc1[N+](=O)[O-])Nc1cccc(S(=O)(=O)NC2=NCCCCC2)c1
  i | -16.9 | -5.7 | i | i | i | 2.7 | i | i | -8.1 | i
- CN(C)S(=O)(=O)c1cc(C(=O)OCCn2cnc3c2c(=O)n(C)c(=O)n3C)ccc1Cl
  i | -2.5 | 0.9 | i | i | i | 1.5 | i | i | 2.9 | i
- CC1C=CCC2C(=O)N(c3cccc(C(=O)Nc4ccc(Br)cc4)c3)C(=O)C12 (configuration not stated)
  i | -9.8 | 4.6 | i | i | i | 6.0 | i | i | 0.3 | i
- Clc1ccc(OCCn2cnc3ccccc32)cc1
  i | -7.7 | 2.2 | i | i | i | 2.3 | i | i | 11.8 | i
- CC(C)NS(=O)(=O)c1cc(F)ccc1CN1C(=O)c2cccnc2C1=O
  i | -1.1 | 2.9 | i | i | i | -1.5 | i | i | 1.4 | i
- CC1CCCCN1C(=S)NCc1ccccc1 (configuration not stated)
  i | -8.6 | -0.3 | i | i | i | 0.3 | i | i | -1.3 | i
- O=C(O)c1ccc(NS(=O)(=O)c2ccc(N3CCCC3)c([N+](=O)[O-])c2)cc1
  i | -7.2 | -0.3 | i | i | i | -2.9 | i | i | -4.5 | i
- COc1cccc(CN=C2Nc3ccccc3CS2)c1
  i | -13.7 | 3.8 | i | i | i | -1.1 | i | i | 0.2 | i
- COc1cccc(N(CC(=O)N2CCc3ccccc3C2)S(C)(=O)=O)c1
  i | -7.6 | 0.6 | i | i | i | -1.9 | i | i | 4.0 | i
- COc1ccc(CN2CCN(Cc3c[nH]c4ccccc34)CC2CCO)c(F)c1 (configuration not stated)
  i | -2.2 | -0.4 | i | i | i | 0.9 | i | i | 8.5 | i
- Cn1c(/N=C/c2cccs2)nc2ccccc21
  i | -10.3 | 0.3 | i | i | i | -1.7 | i | i | 5.3 | i

Retrieved one by one from the list above:
The line under a structure holds: RGS4 inh | hERG protect | GSK3B inh | RGS4 pot | PolyA inh | KCNK9 inh | GSK3A inh | KCNK3 inh | KCNQ1 block | Dyrk1A ADPGlo | KCNQ1 act
- CCOc1cc(S(=O)(=O)NC2CCCCCC2)ccc1F
  i | -2.1 | 0.6 | i | i | i | -0.2 | i | i | -3.1 | i
- Cc1ccc(OCC(=O)Nc2cc(C(C)(C)C)on2)cc1C
  i | -8.4 | -5.9 | i | i | i | 0.1 | i | i | -0.9 | i

Next part
The line under a structure holds: RGS4 inh | hERG protect | GSK3B inh | RGS4 pot | PolyA inh | KCNK9 inh | GSK3A inh | KCNK3 inh | KCNQ1 block | Dyrk1A ADPGlo | KCNQ1 act
- CN(C)c1cc(-c2ccc(C#N)cc2)oc(=O)c1Cl
  i | -2.9 | -3.5 | i | i | i | 4.9 | i | i | · | i
- CN(C)S(=O)(=O)c1ccc(N=Cc2c(C(F)(F)F)[nH][nH]c2=O)cc1
  i | -11.8 | 0.8 | i | i | i | 3.9 | i | i | 1.3 | i
- Cc1cc(/C=N/n2c(COc3ccccc3)nc3ccccc3c2=O)c(O)c([N+](=O)[O-])c1
  i | -12.5 | -9.5 | i | i | i | 1.7 | i | 13* | 1.8 | i
- C[C@H](NC(=O)[C@@H]1Cc2ccccc2CN1)C(=O)NC1CCCC1
  i | -7.5 | 2.7 | i | i | i | 0.1 | i | i | -3.4 | i
- COC(=O)c1ccc(/C=N/NC(=S)NCCN2CCOCC2)cc1
  i | -5.1 | -1.3 | i | i | i | -2.7 | i | i | · | i
- O=C(O)c1c2c(nc3ccccc13)/C(=C/c1cccc([N+](=O)[O-])c1)CCC2
  i | 3.7 | -2.9 | i | i | i | -4.9 | i | i | 3.7 | i
- CC(=O)Nc1nnc(SCC(=O)NCCOc2ccccc2)s1
  i | -9.0 | 0.1 | i | i | i | -1.9 | i | i | -4.2 | i
- CN(C)CCNC(=O)CNC(=S)N(Cc1ccccc1)Cc1ccccc1F
  i | -6.4 | -4.8 | i | i | i | -0.9 | i | i | · | i
- COc1cc(C(=O)C(=O)c2ccc(O)c(OC)c2)ccc1O
  i | -0.7 | 3.9 | i | i | i | -1.6 | i | i | -1.2 | i
- Cc1cc(C)c(C(=O)OCc2csc(CC(=O)Nc3ccccc3C)n2)c(C)c1
  i | -11.4 | 2.0 | i | i | i | -1.2 | i | i | 4.7 | i

This is a subset, so the mix of outcomes need not match the whole.
